IL2 activator: qHTS of IL-2 Activators | IL-2 activation reporter assay, cell-based qHTS; stimulated with anti-CD3/CD4/CD28 beads; in transgenic mouse T cells | activation, % (series mostly up to about 46 µM) | 360,000 tested, 0.065% active | AID 652025, 2013; in the data active = activation above about 50%; inconclusive = mostly about 30% to 49%; also: 0% is about no effect
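EGFP and DsRed fluorescence is measured by plate cytometry in unstimulated transgenic mouse T cells exposed to compound for 60 minutes, then stimulated 18 hours at 37 degrees C with anti-CD3/anti-CD4 beads plus anti-CD28.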
aSyn rescue: qHTS of alpha-syn Inhibitors; Potency, µM (highest dose often 46.1 µM), inactives show at the top dose growth rescue (activation), actives largely listed as activators; AID 652106, 2013; 370,000 tested, 0.14% active; Yeast expressing alpha-synuclein, growth rescue, BacTiter-Glo, 24 h; also: potency is read from the fitted curve at half-maximal effect; % of control where 0% means no effect; nearly all actives have a fitted effect of over 65% in size
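Screening used galactose-induced yeast with toxic alpha-synuclein levels, exposed to compound for 24 hr at 30 deg C. Cell growth, read with BacTiter-Glo luminescence, gave the measured signal.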
PLK1 PBD block: qHTS for Inhibitors of PLK1-PDB (polo-like kinase 1 - polo-box domain): Primary Screen. Serine/threonine-protein kinase PLK1 (Homo sapiens), P53350. 360,000 tested, 2.8% active. Potency, µM, without a hit: max response, negative = inhibition, usual class: inhibitors. Plk1 PBD binding of FITC phosphopeptide, fluorescence polarization; also: potency is read from the fitted curve at half-maximal effect; series mostly up to about 57 µM; % is scaled to controls: 0 for no effect and ±100 for the full control effect; nearly all actives have a fitted effect of over 65% in size
Target sequence (P53350 whole entry, looked up, the tested form may be a part): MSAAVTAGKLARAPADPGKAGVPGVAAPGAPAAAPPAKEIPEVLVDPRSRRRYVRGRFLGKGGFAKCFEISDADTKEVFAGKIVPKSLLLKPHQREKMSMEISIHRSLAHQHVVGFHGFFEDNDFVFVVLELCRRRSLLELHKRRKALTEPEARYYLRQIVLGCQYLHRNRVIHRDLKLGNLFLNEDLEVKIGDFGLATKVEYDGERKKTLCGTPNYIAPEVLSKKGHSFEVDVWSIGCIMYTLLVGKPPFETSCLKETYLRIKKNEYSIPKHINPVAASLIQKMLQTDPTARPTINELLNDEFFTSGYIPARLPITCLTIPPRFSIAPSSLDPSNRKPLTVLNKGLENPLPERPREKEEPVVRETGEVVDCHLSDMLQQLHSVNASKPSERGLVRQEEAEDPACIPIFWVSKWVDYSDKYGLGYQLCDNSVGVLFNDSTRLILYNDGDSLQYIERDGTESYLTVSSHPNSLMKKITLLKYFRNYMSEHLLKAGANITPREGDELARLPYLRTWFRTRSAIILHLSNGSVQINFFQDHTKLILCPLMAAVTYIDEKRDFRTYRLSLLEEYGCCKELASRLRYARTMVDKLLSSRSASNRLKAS
PI5P4Ka inh: qHTS for Inhibitors of phosphatidylinositol 5-phosphate 4-kinase (PI5P4K); PI5P4Kalpha enzyme, ADP-Glo luminescence, 60 min; stronger effect = lower value; max response, %; 330,000 tested, 1.2% active; active = max response of -50% or lower; inconclusive = between -30% and -50%; inactive = -30% or higher; also: value at the top dose of about 77 µM; % is scaled to controls: 0 for no effect and ±100 for the full control effect
Target sequence (P48426 whole entry, looked up): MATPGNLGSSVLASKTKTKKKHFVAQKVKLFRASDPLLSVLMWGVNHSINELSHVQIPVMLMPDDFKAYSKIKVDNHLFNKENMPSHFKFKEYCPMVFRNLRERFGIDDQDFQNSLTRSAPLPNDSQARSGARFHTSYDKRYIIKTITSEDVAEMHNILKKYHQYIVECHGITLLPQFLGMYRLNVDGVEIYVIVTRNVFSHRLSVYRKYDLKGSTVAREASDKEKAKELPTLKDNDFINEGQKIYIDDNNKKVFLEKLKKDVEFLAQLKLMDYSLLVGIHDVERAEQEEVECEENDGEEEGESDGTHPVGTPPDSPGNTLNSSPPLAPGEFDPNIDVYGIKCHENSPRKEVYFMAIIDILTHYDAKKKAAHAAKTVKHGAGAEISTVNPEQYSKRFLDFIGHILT
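Human PI5P4Kalpha with substrate in 0.038 M HEPES pH 7.4, 0.28 mM EGTA, 0.1% CHAPS, 5% DMSO; reaction started with 5 microM ATP (final), 60 min at room temperature. ADP formed read by ADP-Glo luminescence.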
EPAC1 antagonist: qHTS for Antagonist of cAMP-regulated guanine nucleotide exchange factor 3 (EPAC1): primary screen; AID 720709, 2013; EPAC1 GEF assay, Rap1b-BODIPY-GDP exchange fluorescence; Potency, µM (highest dose often 115 µM), for inactives: at the top dose activity change, negative = inhibition, actives largely listed as inhibitors; Rap guanine nucleotide exchange factor 3 (Homo sapiens), O95398; 360,000 tested, 0.14% active;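 also: potency is read from the fitted curve at half-maximal effect; plate controls were vehicle for no effect and positive control for full effect; nearly all actives have a fitted effect of over 50% in size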
Abeta yeast res: qHTS for compounds that reverse cellular toxicity of Amyloid beta (A-beta) peptide in yeast: Primary Screen. yeast expressing A-beta42, growth rescue, OD600, 48 h; response scale: 0% DMSO, 100% iron-clioquinol control. Potency, µM (series often up to 46.1 µM), inactives show at the top dose growth rescue, hits mostly activators. 410,000 tested, 0.063% active; also: potency is read from the fitted curve at half-maximal effect; nearly all actives have a fitted effect of over 55% in size
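Growth rescue measured by 600 nm absorbance after 48 h yeast culture at 30 C with compound. Values normalized between DMSO and an equimolar ferric chloride plus clioquinol control.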
EPAC1 ag: qHTS for Agonist of cAMP-regulated guanine nucleotide exchange factor 3 (EPAC1): primary screen; EPAC1 agonist qHTS, biochemical assay; response scale: 100% = response to 6.5 mM cAMP; Potency, µM (titrated, usually from 154 µM), inactives show at the highest dose activation, usual class: activators; 360,000 tested, 0.073% active; AID 720707, 2013; also: potency is read from the fitted curve at half-maximal effect; nearly all actives have a fitted effect of over 60% in size
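Nucleotide exchange by EPAC1 (100 nM) on Rap1B–BODIPY-GDP (250 nM) in the presence of 50 uM GDP is tracked fluorescently at 480/540 nm over 30 min. Signals are normalized to a 6.5 mM cAMP control.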
WRN inhibitor: qHTS for Inhibitors of WRN Helicase; WRN helicase unwinding, fluorescent forked duplex, kinetic; AID 651768, 2012; 360,000 tested, 0.46% active; Bifunctional 3'-5' exonuclease/ATP-dependent helicase WRN (Homo sapiens), Q14191; Potency, µM (titrated, usually from 114 µM), for the others: top-dose activity change, negative = inhibition, actives largely listed as inhibitors; also: potency is read from the fitted curve at half-maximal effect; % is scaled to controls: 0 for no effect and ±100 for the full control effect; nearly all actives have a fitted effect of over 55% in size
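WRN at 20 nM final was preincubated with compound for 15 min at room temperature; reaction started with 100 nM forked duplex oligonucleotide carrying fluorophore and quencher plus 2 mM ATP (final). Unwinding followed kinetically by red fluorescence (ex 525/em 598 nm).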
FUS suppressor: qHTS for Suppressors of FUS Proteinopathy: Primary screen using FUS-linked yeast assay; S. cerevisiae FUS-expressing, growth rescue, OD600, 24 h; Potency, µM (doses to about 76.6 µM), inactives show at the top dose growth rescue (activation), actives largely listed as activators; 390,000 tested, 0.24% active;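 also: potency is read from the fitted curve at half-maximal effect; plate controls were DMSO vehicle for no effect and reference control for full effect; nearly all actives have a fitted effect of over 55% in size; some results filed as inactive show a strong effect at the top dose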
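Yeast FUS proteinopathy model; galactose-induced FUS (2%), starting OD 0.005. Cpds in dilution series, 24hr, 30C, 99% humidity. Abs 600 nm growth. Pos ctrl CP55940 (top 92uM final); neg ctrl DMSO.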
Active calls of the source: *; u = inconclusive; x = no result given; [ ] = dose if it differs, or a comment. Unless noted, calls follow the shape of the dose curve; as a rule, active = well fitted curve in the direction sought with a large enough effect; inconclusive = small, poorly fitted or top-dose-only effect, or another doubt; inactive = no such curve, though single readings can be large; an effect the other way counts as inactive or inconclusive. Random draw from the library. About 4.1% of those tested had a hit in this group.

Results follow in this order: IL2 activator, PI5P4Ka inh, PLK1 PBD block, FUS suppressor, EPAC1 ag, WRN inhibitor, aSyn rescue, EPAC1 antagonist, Abeta yeast res
CC(C)C(=O)NNS(=O)(=O)c1ccccc1
  -3.6, 2.6, 2.0%, -19.2%, -1.6%, 12.8%, -1.3%, 14.2%, -8.7%
COc1cc2nc3n(c(=O)c2cc1OC)-c1ncccc1C(=O)NC3Cc1ccccc1 (stereo unspecified)
  -0.8, 1.9, 0.8%, u, -8.8%, 3.3%, u, 12.6%, -9.9%
Cc1cc(C(=O)COC(=O)CCc2nc3ccccc3c(=O)[nH]2)c(C)n1CC1CCCO1 (stereo unspecified)
  -0.6, 0.3, 0.9%, 41.1%, -5.0%, -15.7%, 0.7%, -5.6%, 1.0%
CCOC(=O)Cc1csc(NC(=O)CSc2nc(C)cc(C)n2)n1
  -0.6, 2.0, -2.5%, -2.2%, -3.5%, -13.9%, -0.2%, -10.4%, 12.6%
Cc1ccn2c(CNCCCn3cccn3)c(C(=O)N3CCCCCC3)nc2c1
  -4.0, -7.4, -6.9%, 8.0%, 0.8%, 8.1%, -4.6%, 3.3%, -6.1%
COc1ccc([N+](=O)[O-])cc1N(CC(O)CN(CC(C)C)CC(C)C)S(=O)(=O)c1ccc(C)cc1 (stereo unspecified)
  -1.6, 3.5, -13.6%, 14.7%, -29.8%, -5.0%, -4.8%, u, -2.4%
Cc1ccc(S(=O)(=O)N(C)CC(=O)N2CCc3ccccc32)cc1
  -0.2, -0.8, -9.5%, 34.4%, 12.8%, 6.8%, -5.4%, 6.0%, -17.6%
CC1=C(C(=O)OC(C)C)C(c2ccsc2)NC(=O)N1C (stereo unspecified)
  -1.0, x, -1.3%, 2.7%, -5.5%, -0.5%, -2.2%, -3.6%, 11.3%
CN(C)C(=O)c1cc(C(=O)Cc2ccccc2)c[nH]1
  0.3, -4.6, -11.4%, -19.7%, 15.3%, 3.2%, -1.6%, 2.5%, -5.1%
O=C(CCCC(=O)c1ccccc1)NCCc1ccccc1F
  -1.9, -2.6, 0.3%, -17.8%, 6.4%, -3.2%, 2.1%, 4.3%, 14.5%
Nc1nonc1C(=O)NCCNC(=O)c1ccccc1F
  3.8, -3.8, 1.9%, -52.9%, 0.8%, -23.7%, -2.2%, -10.7%, 23.3%[9.22 µM]
CC(=O)Nc1ccc(NCc2ccc(-c3ccccc3)cc2)cc1
  -1.5, 3.9, 9.2%, 16.7%, -0.4%, 2.6%[57.1 µM], 15.8%, -16.9%, 10.1%
COC(=O)c1cc(S(=O)(=O)NCc2ccc(Br)cc2)c[nH]1
  0.2, 2.0, -12.0%, -13.0%, 6.2%, -14.4%, -6.6%, u, x
CC(C)Sc1nc2c(c(=O)[nH]c(=O)n2C)n1Cc1ccccc1
  1.1, -1.1, 4.1%, 9.8%, -3.1%, -1.5%, -3.0%, -9.4%, -2.0%
COC(=O)C1CCN(c2ccc([N+](=O)[O-])cc2)CC1
  -3.7, -0.3, 4.0%, -26.7%, -3.2%, 6.0%, 5.6%, -5.0%, -6.8%
Cc1ccc(NC(=O)CNC(=O)c2ccco2)c(Cl)c1
  0.4, -4.4, -4.8%, -19.5%, 8.6%, -8.8%, 3.8%, 9.0%, -5.5%
Fc1ccc(-c2cc3nc4c(c(N5CCOCC5)n3n2)CCCC4)cc1
  -2.2, x, 0.8%, 29.0%, 25.9%, -13.3%, -38.9%[inhibitor], 4.9%, -83.5%[inhibitor]
Cc1ccccc1NC(=O)/C(=C/c1cccs1)NC(=O)c1ccco1
  -0.3, 5.1, 3.1%, x, 1.6%, -6.7%, -2.8%, 9.6%, -14.2%
O=C(CCN1C(=O)/C(=C/c2ccccc2F)SC1=S)Nc1cccnc1
  -3.2, 5.7, -15.3%, x, 1.2%, -12.7%, -3.4%, 3.8%, -11.2%
CCOC(=O)Nc1cc(OC)cc2ccc(C)nc12
  -1.2, 5.5, 5.9%, -7.6%, 1.2%, -5.2%, 3.5%, 8.0%, -10.7%
COc1ccc([C@@H]2C[C@@H](c3ccccc3)Oc3cc(OC)cc(OC)c32)cc1
  0.1, 6.9, -2.1%, 5.5%, 6.7%, -6.7%, 1.7%, 14.2%, 6.4%
COc1ccc(NC(=O)CCN(c2ccc(OC)cc2)S(=O)(=O)c2ccc(C)c(C)c2)cc1
  -3.2, -0.4, 10.0%, x, -1.1%, -6.3%, 3.8%, -13.2%, 12.2%
CC(C)[C@H](NC(=O)NCc1ccc(Cl)cc1)C(=O)O
  -1.7, x, 0.0%, -11.5%, -11.0%, 9.7%, -8.5%, 4.0%, 2.1%
CCN(CC)S(=O)(=O)c1cccc(-c2n[nH]c(=S)n2/N=C/c2ccc(OC)cc2)c1
  2.4, -0.9, -28.8%, 10.1%, 7.8%, 0.3%, 3.8%, -12.8%, 28.0%
COC(=O)C1=CO[C@@H](O[C@@H]2O[C@H](CO)[C@@H](O)[C@H](O)[C@H]2O)[C@H]2[C@@H]1C(=O)C[C@@H]2C
  -0.4, -3.1, -0.1%, -33.3%, -24.5%, 13.1%, -1.5%, 16.6%, -8.3%
COc1ccccc1Nc1ncnc2ccccc12
  -0.1, -4.9, -2.2%, -12.5%, -6.6%, 2.1%, -11.7%, 15.8%, -12.0%
CCOC(=O)c1ccc(NC(=O)CN2CCN(C(=O)C3CCCO3)CC2)cc1 (stereo unspecified)
  0.1, -3.0, 6.3%, 10.3%, -15.1%, 7.2%, -1.0%, 3.3%, 3.3%
CCc1cc2ccc(C)c(C)c2nc1SCC(=O)NNC(=O)c1ccco1
  -0.7, -7.0, 3.1%, -4.0%, -4.7%, -2.0%, -0.2%, 3.0%, -1.4%
CC1(C)CCC[C@@]2(C)CC=C(C(=O)O)[C@@H]3C[C@]312
  -1.0, 7.8, 2.0%, -25.5%, -3.2%, 8.4%, u, -1.2%, 1.8%
Cc1ccc(Cl)cc1Nc1nc(N2CCOCC2)nc(N2CCOCC2)n1
  -4.1, 3.8, -13.4%, -2.9%, 5.3%, 4.8%, 0.8%, -2.8%, 0.2%

Next part, starting with the last 2 of the part before.
Results follow in this order: IL2 activator, PI5P4Ka inh, PLK1 PBD block, FUS suppressor, EPAC1 ag, WRN inhibitor, aSyn rescue, EPAC1 antagonist, Abeta yeast res
CC1(C)CCC[C@@]2(C)CC=C(C(=O)O)[C@@H]3C[C@]312
  -1.0, 7.8, 2.0%, -25.5%, -3.2%, 8.4%, u, -1.2%, 1.8%
Cc1ccc(Cl)cc1Nc1nc(N2CCOCC2)nc(N2CCOCC2)n1
  -4.1, 3.8, -13.4%, -2.9%, 5.3%, 4.8%, 0.8%, -2.8%, 0.2%
CCOC(=O)/C(C#N)=C/c1ccc(OC)c(OC)c1
  -4.4, 1.8, -4.9%, 21.1%, -5.4%, 0.5%, 0.3%, -0.6%, -16.9%
Clc1cccc(Cl)c1/C=C/c1nc2ccccc2[nH]1
  -3.7, x, -2.5%, u, 18.5%, -5.7%, -33.9%[inhibitor], -12.2%, -35.5%[inhibitor]
CCNC(=S)N1CC(C)OC(C)C1 (stereo unspecified)
  -1.6, -7.1, -0.3%, 5.3%, -9.5%, 3.8%, 3.5%, 4.4%, 26.6%
Cn1c(=O)c(C#N)c(-c2ccc(F)cc2)c2cc(C(=O)c3cc(Cl)cc(Cl)c3O)cnc21
  0.4, u, 26.7µM*, -31.7%, -2.1%, -4.0%[11.6 µM], -22.8%, u, -6.1%
OCCNc1ncnc2c1ncn2[C@H]1CN(Cc2ccc3c(c2)OCO3)C[C@@H](CO)O1
  0.2, -2.0, -4.4%, -18.6%, -0.1%, -0.1%, 2.8%, 1.0%, -10.4%
CCN(c1ccccc1)S(=O)(=O)c1ccc(Cl)c(C(=O)NCC2CCCO2)c1 (stereo unspecified)
  -0.8, -0.4, -3.2%, 0.9%, 5.3%, 0.6%, -4.8%, -16.6%, -19.2%
Cc1ccc2c(c1)nnn2C1CCN(S(=O)(=O)c2ccc3ccccc3c2)CC1
  -2.6, x, -8.8%, 25.8%, 11.9%, -6.9%, -0.2%, -0.8%, -2.3%
Cc1ccc(N(C(C)C(=O)NCc2ccncc2)S(C)(=O)=O)cc1C (stereo unspecified)
  0.2, 0.4, -7.2%, 9.0%, 3.1%, 0.9%, 1.9%, -2.2%, 11.8%
Cn1cc(S(=O)(=O)c2ccccc2)c(=O)c2cc(Cl)ccc21
  0.6, -10.6, 26.7µM*, -8.8%, 12.4%, 8.7%, 4.6%, -5.0%, 13.6%
Cc1ccc(NS(=O)(=O)c2cccc(C(=O)Nc3cccnc3)c2)c(C)c1
  -1.0, -7.3, -13.7%, -8.8%, -1.9%, -16.2%, 9.0%, -12.4%, 12.4%
O=C(Nc1cccc(-c2cccc(F)c2)c1)C1CCN(C2CCC2)CC1
  0.6, -3.8, -13.3%, 5.2%, -2.8%, 0.6%, -6.4%, u, -6.3%
Cc1ccc(S(=O)(=O)Nc2cccc(C(=O)NCC(c3ccco3)N3CCCC3)c2)cc1F (stereo unspecified)
  0.7, -0.2, -8.8%, 37.9%, -8.6%, 1.2%, 0.0%, 2.1%, -9.9%
O=C(c1ccc(NC2=NC3CS(=O)(=O)CC3S2)cc1)N1CCN(c2ccccc2)CC1 (stereo unspecified)
  -2.1, 3.7, -9.3%, -11.2%, -0.6%, 2.6%, 0.0%, 23.2%, 0.3%
CC(C)Cc1ccc(/C=C/C(=O)N2CCCCC2)cc1
  -0.4, -4.1, -20.1%, 9.8%, -5.6%, -1.6%, 0.7%, -0.7%, 26.6%

Compound activity as filed in PubChem.
